# Source: PubChem BioAssay
# PI5P4Ka inh – PI5P4K alpha (human) kinase inhibition. P48426. PI5P4Kalpha enzyme, ADP-Glo luminescence, 60 min; hits give low values. max response, %. actives 1.2% (n = 330,000). AID 652105; active = max response of -50% or lower; inconclusive = between -30% and -50%; inactive = -30% or higher; also: value at the top dose of about 77 µM; % is scaled to controls: 0 for no effect and ±100 for the full control effect
# Target sequence (P48426 whole entry, looked up): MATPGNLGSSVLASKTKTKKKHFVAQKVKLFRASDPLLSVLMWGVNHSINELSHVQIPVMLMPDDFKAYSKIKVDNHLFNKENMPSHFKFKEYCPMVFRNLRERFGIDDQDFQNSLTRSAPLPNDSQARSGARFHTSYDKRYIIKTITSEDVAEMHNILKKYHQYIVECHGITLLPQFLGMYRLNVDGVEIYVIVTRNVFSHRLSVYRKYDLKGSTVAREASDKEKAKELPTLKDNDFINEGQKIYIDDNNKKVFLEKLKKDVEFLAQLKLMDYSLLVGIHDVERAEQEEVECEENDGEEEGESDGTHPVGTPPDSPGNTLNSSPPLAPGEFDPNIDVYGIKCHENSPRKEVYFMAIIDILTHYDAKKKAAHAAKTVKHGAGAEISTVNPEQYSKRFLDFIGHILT
#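 Single end-point luminescence (ADP-Glo) quantified ADP from PI5P4Kalpha turnover; ATP 5 microM final, 1 h at RT, 0.1% CHAPS and 0.28 mM EGTA in HEPES pH 7.4.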
# EPAC1 antagonist – EPAC1 (human) antagonism; EPAC1 GEF assay, Rap1b-BODIPY-GDP exchange fluorescence; Potency, µM (top dose mostly 115 µM), without a hit: at the top dose activity change, negative = inhibition, usual class: inhibitors; actives 0.14% (n = 360,000); AID 720709;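 also: potency is read from the fitted curve at half-maximal effect; plate controls were vehicle for no effect and positive control for full effect; nearly all actives have a fitted effect of over 50% in size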
# EPAC1 ag – activates human EPAC1 exchange factor; Potency, µM (doses to about 154 µM), without a hit: at the highest dose activation, most hits filed as activators; AID 720707; actives 0.073% (n = 360,000); EPAC1 agonist qHTS, biochemical assay; response scale: 100% = response to 6.5 mM cAMP; O95398; also: potency is read from the fitted curve at half-maximal effect; nearly all actives have a fitted effect of over 60% in size
#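 Fluorescent GDP-exchange assay: 100 nM EPAC1 with 250 nM Rap1B preloaded with BODIPY-GDP and 50 uM GDP; compounds tested as concentration series, 5 min at room temperature, then read every 5 min for 30 min (ex 480/em 540 nm); normalized to 6.5 mM cAMP.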
# WRN inhibitor – WRN helicase (human) inhibition; Q14191; WRN helicase unwinding, fluorescent forked duplex, kinetic; Potency, µM (doses to about 114 µM), without a hit: at the highest dose activity change, negative = inhibition, usual class: inhibitors; actives 0.46% (n = 360,000); also: potency is read from the fitted curve at half-maximal effect; % is scaled to controls: 0 for no effect and ±100 for the full control effect; nearly all actives have a fitted effect of over 55% in size
#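 Kinetic fluorescence helicase assay: unwinding of a quenched forked DNA duplex (100 nM final) with 2 mM ATP final raises red fluorescence (525/598 nm). Compounds sat 15 min at room temperature with 20 nM WRN beforehand.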
# Abeta rescue – compounds reversing amyloid beta toxicity in yeast; Potency, µM (series often up to 46.1 µM), for inactives: top-dose growth rescue, most hits filed as activators; yeast expressing A-beta42, growth rescue, OD600, 48 h; response scale: 0% DMSO, 100% iron-clioquinol control; actives 0.063% (n = 410,000); also: potency is read from the fitted curve at half-maximal effect; nearly all actives have a fitted effect of over 55% in size
#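 Yeast A-beta toxicity model in growth medium with pinned compounds, 48 h at 30 C; growth read as absorbance at 600 nm. Normalized to FeCl3/clioquinol equimolar mix (positive) and DMSO (negative).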
# PLK1 PBD inh – blocks phosphopeptide binding to human PLK1 polo-box domain; P53350; Plk1 PBD binding of FITC phosphopeptide, fluorescence polarization; Potency, µM, for inactives: max response, negative = inhibition, actives largely listed as inhibitors; actives 2.8% (n = 360,000); also: potency is read from the fitted curve at half-maximal effect; series mostly up to about 57 µM; % is scaled to controls: 0 for no effect and ±100 for the full control effect; nearly all actives have a fitted effect of over 65% in size
# Target sequence (P53350 whole entry, looked up, the tested form may be a part): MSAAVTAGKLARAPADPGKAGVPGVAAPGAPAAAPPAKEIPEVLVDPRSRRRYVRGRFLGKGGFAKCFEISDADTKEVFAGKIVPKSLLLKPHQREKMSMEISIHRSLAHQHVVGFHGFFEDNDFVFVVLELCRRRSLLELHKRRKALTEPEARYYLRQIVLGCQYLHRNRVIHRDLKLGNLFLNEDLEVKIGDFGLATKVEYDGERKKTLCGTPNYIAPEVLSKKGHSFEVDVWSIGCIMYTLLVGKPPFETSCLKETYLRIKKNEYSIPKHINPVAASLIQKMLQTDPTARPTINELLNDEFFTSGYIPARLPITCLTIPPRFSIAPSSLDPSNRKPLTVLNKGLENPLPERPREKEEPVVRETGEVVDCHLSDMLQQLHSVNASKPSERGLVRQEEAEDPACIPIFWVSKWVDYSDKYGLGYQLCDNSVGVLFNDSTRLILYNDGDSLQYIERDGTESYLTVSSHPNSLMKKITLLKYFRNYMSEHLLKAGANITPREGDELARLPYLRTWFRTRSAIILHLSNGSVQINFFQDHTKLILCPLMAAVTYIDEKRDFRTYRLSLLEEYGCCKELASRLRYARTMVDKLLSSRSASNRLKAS
# IL2 activator – IL-2 activation. IL-2 activation reporter assay, cell-based qHTS; stimulated with anti-CD3/CD4/CD28 beads; in transgenic mouse T cells. activation, % (series mostly up to about 46 µM). actives 0.065% (n = 360,000). AID 652025; in the data active = activation above about 50%; inconclusive = mostly about 30% to 49%; also: 0% is about no effect
#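 First, unstimulated transgenic mouse T cells were exposed to compound for 60 min. Next, anti-CD3/anti-CD4-coated beads with anti-CD28 were added. Finally, after 18 h at 37 degrees C, EGFP and DsRed were imaged.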
# FUS yeast rescue – suppressors of FUS proteinopathy in yeast; Potency, µM (highest dose often 76.6 µM), without a hit: top-dose growth rescue (activation), most hits filed as activators; actives 0.24% (n = 390,000); S. cerevisiae FUS-expressing, growth rescue, OD600, 24 h; AID 1347120;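 also: potency is read from the fitted curve at half-maximal effect; plate controls were DMSO vehicle for no effect and reference control for full effect; nearly all actives have a fitted effect of over 55% in size; some results filed as inactive show a strong effect at the top dose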
#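 Quantitative HTS measuring growth restoration of FUS-toxic yeast. Galactose-induced cells (OD 0.005) were exposed 24hr at 30C to compounds at several concentrations, then absorbance at 600 nm was recorded.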
# * hit, by the source's call; ? = inconclusive; . = no result given; [ ] = another dose, or the depositor's remark. Unless noted, calls follow the shape of the dose curve; as a rule, active = well fitted curve in the direction sought with a large enough effect; inconclusive = small, poorly fitted or top-dose-only effect, or another doubt; inactive = no such curve, though single readings can be large; an effect the other way counts as inactive or inconclusive. Outcome played no part in choosing rows. Share with any hit: about 4.1%.
No.	Molecule	PI5P4Ka inh	EPAC1 antagonist	EPAC1 ag	WRN inhibitor
1	COc1ccc(CCN=C(N)NS(=O)(=O)c2cc(F)ccc2F)cc1	4	24%	4%	7%
2	COC(=O)c1ccc(OCC(=O)Nc2ccsc2C(=O)OC)cc1	-3	8%	-9%	-3%
3	COCCCNC(=S)Nc1cccc2ncccc12	-5	?	-4%	-22%
4	COc1ccc(/C=N/n2c(SC)nnc(C(C)(C)C)c2=O)c(OC)c1	2	-5%	7%	-3%
5	COc1ccc2[nH]c3c(c2c1)CCn1c-3nc2ccccc2c1=O	1	-11%	0%	-2%
6	COc1cc2ccccc2cc1C(=O)Nc1ccc(N2CCN(C(=O)C(C)C)CC2)cc1	-4	4%	0%	6%
7	Cc1c(Cc2ccccc2)sc(NC(=O)c2ccco2)c1C(N)=O	.	-1%	4%	-7%
8	CC1=C(CO)C(=O)OC([C@@H](C)C2CC[C@H]3C4C[C@H]5O[C@]56[C@@H](O)C=CC(=O)[C@]6(C)C4CC[C@]23C)C1 (stereo not given in full)	?	?	-14%	?
9	O=C(NN1CCOCC1)c1cc(Cl)ccc1Cl	1	0%	23%	-6%
10	Cc1ccc(CNC(=O)Nc2cccc(C)c2)cc1	0	0%	-2%	1%
11	COc1ccc(CCNC(=O)CSc2nnc(CNC(=O)c3cccs3)o2)cc1OC	-4	-2%	4%	-13%
12	O=C(NCC1CCCN(C(=O)Cc2ccccc2Cl)C1)c1ccc(F)cc1 (stereo not given)	1	-23%	-4%	-4%
13	c1ccc(CSc2ncnc3c2cnn3-c2ccccc2)cc1	15	2%	2%	-19%
14	CC1(C(=O)Nc2ccc(Cl)c(Cl)c2)CCN1Cc1ccccc1OC(F)F (stereo not given)	24	?	-5%	-8%
15	CCCCCC(=O)N1C[C@@H](n2cc(-c3ccc(F)cc3)nn2)[C@H](O)C[C@@H]1c1ccc(Cl)cc1	8	-29%	-11%	-11%

No.	Abeta rescue	PLK1 PBD inh	IL2 activator	FUS yeast rescue
1	-3%	-13%	-3.5	17%
2	3%	-1%	1.2	-9%
3	-21%	27µM*	-2.5	27%
4	17%	-6%	-0.3	-14%
5	8%	-4%	-2.2	20%
6	-5%	-5%	-0.8	-1%
7	-89%[inhibitor]	-5%	-1.6	11%
8	-5%	-29%	-0.8	26%
9	-3%	-6%	-4.5	-17%
10	-1%	-3%	0.2	-28%
11	10%	-13%	-0.1	11%
12	-7%	-16%	-1.4	0%
13	14%	-3%	0.2	.
14	-19%	-7%	-0.7	-5%
15	2%	1%	-2.4	12%

# Following part:
No.	Molecule	PI5P4Ka inh	EPAC1 antagonist	EPAC1 ag	WRN inhibitor
16	O=C(N/N=C/c1cc([N+](=O)[O-])ccc1O)/C(=C\c1cccs1)NC(=O)c1ccccc1	-2	-30%	2%	0%
17	COc1ccc(CNC(=O)/C=C/C(=O)O)cc1OC	5	2%	2%	-10%
18	O=S(=O)(c1ccc(F)cc1)N1CCN(c2nc(-c3cccnc3)nc3ccccc23)CC1	5	2%	9%	0%
19	Cc1ccc(/C=N/NC(=O)c2cccs2)cc1[N+](=O)[O-]	-3	3%	4%	-11%
20	Cn1c2ccsc2c2ncn(Cc3ccccc3F)c(=O)c21	.	7%	-24%	.
21	CC(c1nccs1)N(C)c1nc2nonc2nc1N(C)C (stereo not given)	0	-11%	3%	-9%
22	O=C(Nc1ccc(F)cc1)C1CC(=O)n2c(nc3ccccc32)N1 (stereo not given)	-8	-16%	-18%	0%
23	N#CC(C(=O)c1ccc(S(=O)(=O)N2CCCCCC2)cc1)c1nc2ccccc2[nH]1 (stereo not given)	.	-3%	-2%	-1%
24	CC(=O)c1csc(-c2cccc(-c3nc4ccc(Cl)cn4c3NC3CCCCC3)c2)c1	-2	?	4%	-7%
25	CCO[C@H]1OC(C(=O)NCc2ccccc2)=C[C@@H](c2coc3ccccc3c2=O)[C@@H]1CCCO	-3	-13%	9%	0%
26	O=C(c1ccc2[nH]c3c(c2c1)CCCC3)N1CCN(c2ccc(F)cc2)CC1	1	-24%	19%	?
27	COc1cccc(CNC(=O)CN(C)S(=O)(=O)c2ccc(Br)s2)c1	3	-24%	2%	-7%[57.1 µM]
28	Cc1ccc(C(=O)CSc2nc(C(C)C)nc3ccccc23)cc1	3	-6%	-8%	1%
29	O=C(COc1cccc(NC(=O)c2ccco2)c1)c1ccc(F)cc1	-8	1%	-7%	3%
30	COCCCNC(=O)C[C@H]1C[C@H](C(=O)N2CCOCC2)[C@@]2(C)c3[nH]c4cc(-c5ccco5)ccc4c3CCN2C1=O	5	-19%	-5%	-1%

No.	Abeta rescue	PLK1 PBD inh	IL2 activator	FUS yeast rescue
16	-41%[inhibitor]	-10%	1.7	5%
17	4%	-8%	-0.5	.
18	-55%[inhibitor]	4%	-4.4	.
19	3%	-4%	-3.0	.
20	2%	.	1.7	-13%
21	-7%	-2%	-0.2	23%
22	4%	2%	0.1	.
23	4%	-5%	-2.8	1%
24	-21%	-20%	-4.0	12%
25	-15%	-9%	0.1	14%
26	28%	14%	0.7	?
27	-25%	3%	0.2	-12%
28	3%	-3%	1.3	-12%
29	-15%	2%	-0.1	-2%
30	5%	-17%	-0.5	28%

# (next part)
No.	Molecule	PI5P4Ka inh	EPAC1 antagonist	EPAC1 ag	WRN inhibitor
31	O=C(COC(=O)c1cccc(S(=O)(=O)N2CCOCC2)c1)c1ccccc1	6	2%	-5%	-7%
32	CC(=O)Nc1c(Cl)c2c(c(Cl)c1Br)-c1ccc(Cl)cc1C2	0	8%	-4%	10%
33	CN1Cc2cc(C(=O)c3ccccc3O)cnc2NC1=O	-4	-12%	-8%	-12%
34	O=C1CCC(=O)N1c1ccc(NC2CCN(Cc3ccccc3)CC2)c([N+](=O)[O-])c1	0	-4%	5%	3%
35	CN(CCOc1ccccc1)C(=O)c1ccc2c(c1)OCO2	1	3%	-2%	2%
36	CN(C)C(=O)c1cc(C(=O)c2ccccc2Br)c[nH]1	-4	-2%	5%	0%
37	CCN(CC)C(=O)CSc1nnc(-c2cc(OC)cc(OC)c2)o1	.	0%	3%	-19%
38	COc1cc(/C=C/C(=O)OCC(=O)N(C)Cc2ccccc2)cc(OC)c1OC	7	-9%	3%	-9%
39	COc1ccc(NC(=O)N2CCCc3cccc(C)c32)cc1	0	7%	3%	3%
40	CC(=O)NC(Cc1cc(C)ccc1C)C(=O)N1CCN(C(=O)c2ccccc2Br)CC1 (stereo not given)	-6	11%	-6%	-5%
41	COc1cc2ccc3c(CCN(C)C)cc(OC)c(OC)c3c2cc1OC	-6	-14%	8%	4%
42	CC(C)c1nnc(NC(=O)c2cnccn2)s1	.	2%	2%	0%
43	CCCCC(C(=O)NC1CCCC1)N(C(=O)c1snc(C(N)=O)c1N)c1ccc(C)cc1 (stereo not given)	0	-2%	10%	1%
44	CCOC(=O)CN1CC23C=CC(O2)C(C(=O)NC2CCCCC2)C3C1=O (stereo not given)	-5	5%	3%	3%
45	COc1ccccc1NC(=O)C(=O)NCC1COc2ccccc2O1 (stereo not given)	.	-11%	17%	-5%

No.	Abeta rescue	PLK1 PBD inh	IL2 activator	FUS yeast rescue
31	-23%	3%	-1.2	-14%
32	11%	2%	-0.7	-8%
33	-5%	-19%	-5.0	.
34	.	-6%	0.4	-17%
35	0%	3%	-0.3	.
36	-13%	8%	0.8	-18%
37	-7%	-6%	3.7	21%
38	7%	-5%	-0.4	8%
39	-2%	-18%	-0.7	21%
40	-15%	-5%	0.5	-28%
41	-18%	-9%	0.0	2%
42	-11%	-8%	-1.0	5%
43	-6%	-23%	-0.5	21%
44	1%	-7%	-1.4	6%
45	1%	-3%	-1.5	-2%

# Filtered by structure: those above containing two or more sulfur atoms
No.	Molecule	PI5P4Ka inh	EPAC1 antagonist	EPAC1 ag	WRN inhibitor
11	COc1ccc(CCNC(=O)CSc2nnc(CNC(=O)c3cccs3)o2)cc1OC	-4	-2%	4%	-13%
27	COc1cccc(CNC(=O)CN(C)S(=O)(=O)c2ccc(Br)s2)c1	3	-24%	2%	-7%[57.1 µM]

No.	Abeta rescue	PLK1 PBD inh	IL2 activator	FUS yeast rescue
11	10%	-13%	-0.1	11%
27	-25%	3%	0.2	-12%

# The main list resumes, starting 3 compounds before the break.
No.	Molecule	PI5P4Ka inh	EPAC1 antagonist	EPAC1 ag	WRN inhibitor
43	CCCCC(C(=O)NC1CCCC1)N(C(=O)c1snc(C(N)=O)c1N)c1ccc(C)cc1 (stereo not given)	0	-2%	10%	1%
44	CCOC(=O)CN1CC23C=CC(O2)C(C(=O)NC2CCCCC2)C3C1=O (stereo not given)	-5	5%	3%	3%
45	COc1ccccc1NC(=O)C(=O)NCC1COc2ccccc2O1 (stereo not given)	.	-11%	17%	-5%
46	CCCCCCCCSc1nnc(CSc2nc3nc(C)cc(C)n3n2)o1	5	-8%	-2%	4%
47	CC(=O)Nc1ccc(OCc2cccc3ccccc23)cc1	16	-4%	4%	-5%
48	CC(C)CN1C(=O)N(c2ccc(Cl)cc2)C(C)(O)CC1(C)C (stereo not given)	-9	15%	1%	-10%
49	Cc1ccc(CNC(=O)COC(=O)c2ccc(S(=O)(=O)NCc3ccco3)cc2)cc1	-2	6%	18%	-4%
50	CCOC(=O)C1CCCN(C(=O)c2cc(-c3ccco3)nc3ccccc23)C1 (stereo not given)	-85*	?	0%	32µM*
51	O=C(Nc1ccc(Cl)cc1)Nc1cc(S(=O)(=O)N2CCOCC2)ccc1N1CCCC1	0	2%	14%	-3%
52	CCCn1nnc(NC(=O)C(C)Oc2ccc(Cl)cc2Cl)n1 (stereo not given)	.	1%	5%	6%
53	CCCCN(C(=O)CSc1nnc(-c2ccco2)o1)c1c(N)n(Cc2ccccc2)c(=O)[nH]c1=O	-8	-7%	-19%	8%

No.	Abeta rescue	PLK1 PBD inh	IL2 activator	FUS yeast rescue
43	-6%	-23%	-0.5	21%
44	1%	-7%	-1.4	6%
45	1%	-3%	-1.5	-2%
46	-1%	-6%	-0.1	.
47	?	6%	2.2	-24%
48	-14%	-7%	-0.4	15%
49	6%	-3%	0.4	-8%
50	7%	?	-2.7	.
51	2%	-11%	-0.2	22%
52	-3%	0%	-2.9	26%
53	1%	-13%	-1.5	6%
